# DAX1 inh-1 – DAX1 (NR0B1) inhibitors on StAR promoter, primary screen, cell-based, luminescence, SF-1 (NR5A1), full-length DAX-1. inhibition, % at 6.8 µM. AID 652010, 2013. actives 1.1% (n = 370,000). HEK293T StAR-luciferase reporter, SF-1/DAX-1 repression relief;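 active means inhibition above the mean over all tested compounds plus 3 SD, cut at about 3.6% in these data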;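 further: 0% = DAX-1 cells with DMSO and 100% = cells lacking DAX-1 with DMSO; higher inhibition means more luminescence from relief of DAX-1 repression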
# HGIII-sPLA2 inh – human group III sPLA2 inhibitors, primary screen, biochemical, QFRET, BODIPY PC-A2 liposome substrate; actives 0.56% (n = 370,000); QFRET BODIPY PC-A2 liposome hydrolysis, fluorescence; inhibition, % at 12.2 µM; AID 743126, 2013;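 active means inhibition above mean plus 3 SD of compounds lying within the high and low control bounds, cut at about 19% in these data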;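 further: 0% = median of test compound wells and 100% = no enzyme DMSO wells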
# Target sequence (Q9NZ20 whole entry, looked up): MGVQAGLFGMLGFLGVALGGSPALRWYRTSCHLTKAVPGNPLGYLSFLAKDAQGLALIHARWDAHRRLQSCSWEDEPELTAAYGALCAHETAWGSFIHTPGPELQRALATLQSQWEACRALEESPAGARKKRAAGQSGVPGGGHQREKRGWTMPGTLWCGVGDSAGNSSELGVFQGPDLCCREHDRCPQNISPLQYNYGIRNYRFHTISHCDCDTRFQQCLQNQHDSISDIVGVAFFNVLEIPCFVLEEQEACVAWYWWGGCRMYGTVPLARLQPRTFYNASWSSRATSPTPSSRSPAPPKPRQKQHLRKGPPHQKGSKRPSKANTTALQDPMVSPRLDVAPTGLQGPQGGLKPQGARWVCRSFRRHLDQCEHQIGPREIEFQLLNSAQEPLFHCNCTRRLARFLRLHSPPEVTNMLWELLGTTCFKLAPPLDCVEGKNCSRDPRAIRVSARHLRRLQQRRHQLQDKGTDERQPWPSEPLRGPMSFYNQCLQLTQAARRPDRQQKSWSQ
# NPR1 activator – GC-A stimulated cGMP production enhancers – HEK293 GC-A cells, cGMP TR-FRET, EC30 ANP, primary screen; Atrial natriuretic peptide receptor 1 (Homo sapiens), P16066; actives 0.14% (n = 370,000); activation, % at 10 µM; 0% at EC30 ANP, 100% saturating ANP; in the data active means activation above about 40%
# DAX1 inh-2 – DAX1 (NR0B1) inhibitors, primary screen, cell-based, HEK293, Gal4-DAX1, luciferase luminescence. Nuclear receptor subfamily 0 group B member 1 (Homo sapiens), P51843. HEK293 Gal4-DAX1 luciferase reporter. inhibition, % at 6.75 µM. actives 0.99% (n = 340,000). AID 504766, 2011;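 active means inhibition above the mean over all tested compounds plus 3 SD, cut at about 4.2% in these data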;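 further: 0% = DAX1-transfected cells with DMSO and 100% = empty-vector control cells with DMSO; inhibition shows as a rise in luminescence from relieved DAX1 repression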
# Target sequence (P51843 207-470 limits assumed): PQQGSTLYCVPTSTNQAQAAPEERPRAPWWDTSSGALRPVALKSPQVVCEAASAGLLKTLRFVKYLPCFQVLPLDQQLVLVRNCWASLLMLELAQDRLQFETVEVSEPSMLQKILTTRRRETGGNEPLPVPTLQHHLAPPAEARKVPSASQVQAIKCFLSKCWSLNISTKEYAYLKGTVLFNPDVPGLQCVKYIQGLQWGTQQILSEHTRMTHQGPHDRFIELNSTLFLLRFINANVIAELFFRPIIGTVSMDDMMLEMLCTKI
# GAA850 FXN act – FXN promoter activators, primary screen, cell-based, luciferase luminescence, HEK293 lucGAA850 | HEK293 lucGAA850 FXN promoter luciferase reporter, 24 h; percent of 10 µM SAHA response | activation, % at 6 µM | actives 0.56% (n = 360,000);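 active means activation above the average of all compounds screened plus 3 SD, cutoff fixed separately per campaign, cut at about 7.5% in these data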;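 further: 0% = DMSO wells and 100% = 10 µM SAHA wells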
# ssDAF12 agonist – S. stercoralis DAF-12 nuclear receptor activators, primary screen, cell-based, luminescence, HEK293, GRIP1 co-expression, lit1-tk-luc. HEK293 ssDAF-12/GRIP1 lit1-tk-luc reporter; % of 3 µM dafachronic acid response. activation, % at 6.8 µM. AID 652126, 2013. Nuclear hormone receptor DAF-12 (Strongyloides stercoralis). actives 1% (n = 370,000);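 active means activation above the mean over all tested compounds plus 3 SD, cut at about 0.9% in these data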;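 further: 0% = DMSO-only wells and 100% = 3 µM delta7-dafachronic acid wells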
# SMARCA2 activ – SMARCA2 (BRM) function activators, primary screen, cell-based, luminescence, high throughput. activation, % at 9.1 µM. MG213 cells, MMTV-luciferase reporter, dexamethasone, overnight. actives 1% (n = 370,000); in the data active means activation above about 7.8%;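 further: 0% = vehicle wells and 100% = reference activator wells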
# ADAM10 inh – human ADAM10 inhibitors, primary screen, biochemical, QFRET, HTS; Disintegrin and metalloproteinase domain-containing protein 10 (Homo sapiens), O14672; recombinant ADAM10, EDANS/DABCYL FRET peptide cleavage, 3 h; inhibition, % at 7 µM; actives 0.62% (n = 370,000);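 active means inhibition above a per-campaign cutoff equal to the mean of compounds falling between control-based bounds plus 3 SD, cut at about 20% in these data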;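 further: 0% = DMSO wells while the 100% control is not disclosed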
# hgDAF-12 ag – H. glycines DAF-12 receptor agonists, primary screen, cell-based, luminescence, HEK293, GAL4 fusion, UAS-luciferase. Nuclear hormone receptor DAF-12 (Heterodera glycines), GAL4 fusion. HEK293 GAL4-hgDAF12 UAS-luciferase reporter, agonist luminescence; normalized to butyrate control. activation, % at 6.8 µM. actives 1.8% (n = 370,000). AID 687014, 2013;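 active means activation above a cutoff set at the mean of all screened compounds plus 3 SD, cut at about 10% in these data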;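 further: 0% = DMSO wells and 100% = sodium butyrate wells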
# NPR2 activator – human GC-B receptor activators, primary screen, HEK293 GC-B cells, cGMP TR-FRET, EC30 CNP; actives 0.11% (n = 370,000); AID 1920062, 2024; Atrial natriuretic peptide receptor 2 (Homo sapiens), P20594; activation, % at 10 µM; 0% at EC30 CNP, 100% saturating CNP;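 active means activation at 10 µM reaching about 35% in either raw or pattern-adjusted values, limit read from the data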
# hcDAF12 agonist – H. contortus DAF-12 nuclear receptor activators, primary screen, cell-based, luminescence, HEK293, lit1-tk-luc reporter; HEK293 hcDAF-12 lit1-tk-luc reporter; 0% DMSO, 100% Δ7-dafachronic acid; activation, % at 6.8 µM; actives 1.4% (n = 370,000);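 active means activation above the mean of all tested compounds plus 3 SD, cut at about 5.5% in these data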;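 further: 100% = response to 3 µM Δ7-dafachronic acid high control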
# * marks the source's active call; other numbers are inactive results; i = inactive; · = no result given.
# The first 2 compounds (preview)
smiles	DAX1 inh-1	HGIII-sPLA2 inh	NPR1 activator	DAX1 inh-2	GAA850 FXN act	ssDAF12 agonist	SMARCA2 activ	ADAM10 inh	hgDAF-12 ag	NPR2 activator	hcDAF12 agonist
CN(Cc1ccccc1)C(=O)COC(=O)c1ccccc1NS(=O)(=O)c1cccc(N)c1	-0.1	0	5	-1.3	0.1	-1.3	0	4	0.4	-6	-1.0
CC1=Nc2cc(Cl)ccc2Oc2ccccc21	0.1	10	-10	0.1	0.8	-1.1	-2	4	-2.0	-3	-2.1

# The whole of this part, repeating the preview:
smiles	DAX1 inh-1	HGIII-sPLA2 inh	NPR1 activator	DAX1 inh-2	GAA850 FXN act	ssDAF12 agonist	SMARCA2 activ	ADAM10 inh	hgDAF-12 ag	NPR2 activator	hcDAF12 agonist
CN(Cc1ccccc1)C(=O)COC(=O)c1ccccc1NS(=O)(=O)c1cccc(N)c1	-0.1	0	5	-1.3	0.1	-1.3	0	4	0.4	-6	-1.0
CC1=Nc2cc(Cl)ccc2Oc2ccccc21	0.1	10	-10	0.1	0.8	-1.1	-2	4	-2.0	-3	-2.1
Cc1cc(C(=O)OCC(=O)Nc2ccc(F)cc2[N+](=O)[O-])c2ccccc2n1	-0.2	0	0	-0.6	1.4	-0.2	0	-3	2.3	2	2.1
Cc1ccc(NCCCn2cnc(C(=O)Nc3ccc(C)c(C)c3)n2)cc1C	-0.4	5	3	-1.1	-0.5	-1.2	-2	-10	-0.7	-1	-1.2
C=C(C(=O)c1ccccc1)C(c1ccccc1)C(C)C(=O)c1ccccc1 (stereo unspecified)	-0.1	2	-6	-2.3	-2.7	-1.3	-3	0	-3.1	5	-0.7
COC(=O)[C@]12C[C@H](CC(=O)N3CCN(C(=O)c4ccco4)CC3)C(=O)N(Cc3ccc(Cl)cc3Cl)C1=C[C@H](C1CCCC1)O[C@@H]2C	0.9	-5	-24	·	·	-1.2	-3	6	-2.4	-19	-0.6
CCCCC1(c2ccc(F)cc2)NC(=O)N(CC(=O)Nc2ccc(N3CCOCC3)cc2)C1=O (stereo unspecified)	-1.1	-11	0	-0.3	-1.0	-0.9	1	2	-0.4	3	-2.0
CN(Cc1ccccc1)C(=O)COC(=O)c1ccc(S(=O)(=O)N(C)C)cc1	-0.6	3	0	0.6	1.6	-0.9	-3	1	-2.5	4	-1.1
O=C(c1ccc2nc3ccccc3c(=O)n2c1)N1CCN(Cc2ccc3c(c2)OCO3)CC1	-1.1	-6	3	-0.1	0.2	-2.7	-4	i	0.2	-2	-1.7
COc1cc(/C=N/O)cc(Br)c1OCC(=O)NCc1ccccc1	-0.6	-8	-8	0.8	0.7	-1.4	-1	-2	0.5	-7	-0.5
COc1cccc(CNc2ncc(Br)cc2Br)c1O	0.6	-16	-7	1.9	3.7	-0.7	5	15	4.7	-5	-0.9
Cc1ccc(C(=O)N2CCN(Cc3ccc4c(c3)OCO4)CC2)cc1S(=O)(=O)N1CCOCC1	0.5	-3	1	-3.3	-0.7	-1.7	1	-6	0.8	4	-3.0
COc1ccc(C(=O)Nc2ncc(C)s2)cc1S(=O)(=O)N1CCOCC1	-2.6	0	7	0.0	-0.8	0.1	-1	-9	-0.8	3	-0.3
COc1ccc2c3c([nH]c2c1)C1(NCC3)C(=O)Nc2ccccc21 (stereo unspecified)	-0.5	-3	2	1.3	1.6	-1.2	1	2	1.4	0	-1.1
COc1ccc(S(=O)(=O)N2CCCOC2CNC(=O)C(=O)NCCc2ccco2)cc1OC (stereo unspecified)	2.2	-5	-1	-0.2	1.2	0.5	-1	3	-1.9	6	-1.0

# Part of the list above in order of length of the SMILES, rising:
smiles	DAX1 inh-1	HGIII-sPLA2 inh	NPR1 activator	DAX1 inh-2	GAA850 FXN act	ssDAF12 agonist	SMARCA2 activ	ADAM10 inh	hgDAF-12 ag	NPR2 activator	hcDAF12 agonist
CC1=Nc2cc(Cl)ccc2Oc2ccccc21	0.1	10	-10	0.1	0.8	-1.1	-2	4	-2.0	-3	-2.1
COc1ccc2c3c([nH]c2c1)C1(NCC3)C(=O)Nc2ccccc21 (stereo unspecified)	-0.5	-3	2	1.3	1.6	-1.2	1	2	1.4	0	-1.1
Cc1ccc(NCCCn2cnc(C(=O)Nc3ccc(C)c(C)c3)n2)cc1C	-0.4	5	3	-1.1	-0.5	-1.2	-2	-10	-0.7	-1	-1.2
C=C(C(=O)c1ccccc1)C(c1ccccc1)C(C)C(=O)c1ccccc1 (stereo unspecified)	-0.1	2	-6	-2.3	-2.7	-1.3	-3	0	-3.1	5	-0.7
Cc1cc(C(=O)OCC(=O)Nc2ccc(F)cc2[N+](=O)[O-])c2ccccc2n1	-0.2	0	0	-0.6	1.4	-0.2	0	-3	2.3	2	2.1
CN(Cc1ccccc1)C(=O)COC(=O)c1ccccc1NS(=O)(=O)c1cccc(N)c1	-0.1	0	5	-1.3	0.1	-1.3	0	4	0.4	-6	-1.0
O=C(c1ccc2nc3ccccc3c(=O)n2c1)N1CCN(Cc2ccc3c(c2)OCO3)CC1	-1.1	-6	3	-0.1	0.2	-2.7	-4	i	0.2	-2	-1.7
CCCCC1(c2ccc(F)cc2)NC(=O)N(CC(=O)Nc2ccc(N3CCOCC3)cc2)C1=O (stereo unspecified)	-1.1	-11	0	-0.3	-1.0	-0.9	1	2	-0.4	3	-2.0

# The listing continues.
smiles	DAX1 inh-1	HGIII-sPLA2 inh	NPR1 activator	DAX1 inh-2	GAA850 FXN act	ssDAF12 agonist	SMARCA2 activ	ADAM10 inh	hgDAF-12 ag	NPR2 activator	hcDAF12 agonist
COc1ccc(C2C(C#N)=C(C)NC(C)=C2C(=O)OC(C)C)c(OC)c1 (stereo unspecified)	-1.0	-5	-10	2.5	-0.5	-2.2	-5	-310	-4.0	-8	-1.8
CCn1ncc(C(=O)Nc2ccccc2C)c1C	0.7	7	0	-0.4	1.6	-1.4	-1	-1	2.5	3	2.3
C/C(=N\O)C(C)(C)Nc1ccc(F)cc1	0.5	-1	0	1.1	-0.3	-1.6	-3	0	-0.7	-5	-1.8
CC(=O)c1ccc(C#CC(C)(C)O)s1	-0.8	8	3	-0.1	1.4	-0.3	0	4	1.7	1	-1.8
CN(C)/C(Cn1cncn1)=C1/N=C(c2ccccc2)OC1=O	0.0	-3	0	-0.5	-0.2	-1.0	1	6	-1.0	-5	0.2
COc1ccc2cc(C(c3nnnn3C(C)(C)C)N3CCSCC3)c(=O)[nH]c2c1 (stereo unspecified)	1.0	-1	2	-0.6	1.1	-1.0	0	-58	-1.1	5	0.5
CC1CCCN(Cc2csc(N)n2)C1 (stereo unspecified)	1.5	-1	-2	1.0	0.6	-1.2	0	-1	-1.9	2	-0.1
CCCNC(=O)C(Cc1ccccc1)NC(=O)Cc1ccccc1 (stereo unspecified)	-0.5	0	0	1.7	-2.6	-1.3	2	1	-0.2	6	0.9
Fc1ccccc1OCCCCSc1ncccn1	0.2	1	3	0.7	3.5	-0.9	-1	-7	1.0	-2	-1.1
O=C(NC(Cc1c[nH]c2ccccc12)C(=O)O)/C(=C/c1ccc2c(c1)OCO2)NC(=O)c1ccccc1 (stereo unspecified)	-0.2	-45	1	-0.5	-0.6	-0.4	0	6	2.8	-4	1.1
CCOC(=O)COc1c(Cl)cc(C2NC(=S)NC(c3ccccc3)=C2C(C)=O)cc1OC (stereo unspecified)	0.6	6	-7	-1.3	1.1	-1.6	-1	11	3.1	-4	1.7
O=C(CCc1ccccc1)NCCc1cccs1	2.7	7	3	-0.2	0.7	0.1	-1	4	5.3	3	2.5
Cc1ccc(-c2cc(C(=O)NCc3ccc4c(c3)OCO4)no2)cc1	0.2	-4	3	-0.3	0.9	-0.1	-2	2	-2.9	-9	-0.9
Cc1ccc(NC(=O)CCN2CCOCC2)cc1C	0.5	-3	4	0.0	1.9	-0.5	-2	6	1.2	8	0.5
CCOP(=O)(OCC)C(Nc1ccc(C(=O)O)cc1)c1ccccc1 (stereo unspecified)	-0.2	-5	2	0.8	-1.4	-0.9	-2	3	-1.9	-3	0.8

# (cont.)
# Below each SMILES – DAX1 inh-1, HGIII-sPLA2 inh, NPR1 activator, DAX1 inh-2, GAA850 FXN act, ssDAF12 agonist, SMARCA2 activ, ADAM10 inh, hgDAF-12 ag, NPR2 activator, hcDAF12 agonist
O=C(COc1ccc(Nc2ccccc2)cc1)OCC(=O)N1CCCCC1
→ -0.3, -5, 25, 2.0, 0.7, -1.5, 0, 4, 1.0, -6, -0.7
CC(C)(C)NC(=O)C(c1ccnc2ccccc12)n1c(=O)c(-c2ccco2)nc2ccccc21 (stereo unspecified)
→ 4.0*, -4, -1, ·, ·, 0.1, -1, -86, -1.0, 1, 3.4
CCCCCCCCN1C(=O)[C@@H](CC(=O)NCc2cccs2)C[C@@]2(C(=O)OC)C1=C[C@H](COCc1ccccc1)O[C@@H]2C
→ 0.2, -6, -2, ·, ·, 0.7, -2, 4, 0.0, 7, -1.9
COCCN=C1Sc2nc3ccc(C)cc3cc2CN1Cc1cccs1
→ 0.2, 3, 3, -0.4, -0.1, -0.2, 2, -19, -1.4, 0, 0.6
COC(=O)[C@]12CCCCC=C1N(Cc1cccc3ccccc13)C(=O)[C@H](CC(=O)N1CCCCC1)C2
→ -0.6, -15, -2, ·, ·, -0.5, -3, 7, -0.1, 1, 0.2
COc1ccc(S(=O)(=O)N(C)CC(=O)Nc2ccccc2SC)cc1Cl
→ 0.4, -1, 2, -1.4, 0.1, -1.2, -1, -3, 0.2, 5, -2.2

# Source: PubChem BioAssay (several laboratories)
